BioA inh = inhibitors of Mycobacterium tuberculosis BioA enzyme; purified M. tuberculosis BioA enzyme, plate reader; actives 0.096% (n = 360,000); inhibition, % at 9.99 µM; AID 602481; in the data active = inhibition above about 40%
TcdB inh = inhibitors of Clostridioides difficile toxin B glycohydrolase | P18177 | TcdB glycohydrolase enzymatic assay, plate reader | inhibition, % at 9.99 µM | actives 0.24% (n = 350,000) | AID 652162; in the data active = inhibition above about 10%
PfHsp40 rescue = compounds rescuing yeast from Plasmodium falciparum HSP40 toxicity; S. cerevisiae expressing PfHsp40, growth rescue, ATP luminescence; growth rescue, % at 12.5 µM; actives 0.68% (n = 340,000); AID 504582; in the data active = growth rescue above about 28%, passing the limit was not always enough;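 note: yeast W303a lacking pdr1 and pdr3 grown in galactose medium; growth measured after three days at 30 °C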
Mtb FBA inh = inhibitors of M. tuberculosis fructose-bisphosphate aldolase; P9WQA3; purified M. tuberculosis FBA, fluorescence read-out; inhibition, % at 1 µM; actives 2.3% (n = 360,000); AID 588726; in the data active = inhibition above about 27%;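 note: 0% = vehicle and 100% = reference inhibitor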
Target sequence (P9WQA3 whole entry, looked up): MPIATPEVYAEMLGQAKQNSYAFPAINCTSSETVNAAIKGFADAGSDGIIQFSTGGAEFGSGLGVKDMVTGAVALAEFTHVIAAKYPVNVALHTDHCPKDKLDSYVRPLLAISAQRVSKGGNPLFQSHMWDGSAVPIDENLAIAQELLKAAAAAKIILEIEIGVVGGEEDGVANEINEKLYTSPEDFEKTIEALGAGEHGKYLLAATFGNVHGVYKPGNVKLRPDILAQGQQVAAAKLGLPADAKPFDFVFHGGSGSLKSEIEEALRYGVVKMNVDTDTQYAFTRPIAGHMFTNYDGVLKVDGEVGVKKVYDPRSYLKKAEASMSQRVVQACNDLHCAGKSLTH
Yp Topo-I inh = inhibitors of Yersinia pestis topoisomerase I | Y. pestis Topo-I cleavage product accumulation, plate reader | activity, % at 10 µM | actives 0.064% (n = 360,000) | AID 504884; in the data active = activity above about 50%, passing the limit was not always enough; note: inactives centre near 2
Mtb UGM inh = blocks M. tuberculosis UGM enzyme | actives 0.06% (n = 320,000) | purified UGM, fluorescence polarization probe displacement | AID 504406 | P9WIQ1 | inhibition, % at 10 µM; in the data active = inhibition above about 10%, passing the limit was not always enough
Target sequence (P9WIQ1 whole entry, looked up): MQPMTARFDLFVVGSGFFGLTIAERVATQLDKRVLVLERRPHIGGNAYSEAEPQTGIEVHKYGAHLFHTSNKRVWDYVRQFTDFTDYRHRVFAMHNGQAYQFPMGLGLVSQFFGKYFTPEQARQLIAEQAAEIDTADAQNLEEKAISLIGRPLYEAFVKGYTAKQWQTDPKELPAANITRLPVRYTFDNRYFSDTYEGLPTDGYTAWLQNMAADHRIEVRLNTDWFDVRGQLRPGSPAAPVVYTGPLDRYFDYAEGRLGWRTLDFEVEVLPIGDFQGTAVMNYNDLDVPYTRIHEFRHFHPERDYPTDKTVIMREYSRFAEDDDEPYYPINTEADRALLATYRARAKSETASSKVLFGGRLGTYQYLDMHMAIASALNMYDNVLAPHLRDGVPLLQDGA
FadD28 binding = inhibitors of Mycobacterium tuberculosis FadD28 bisubstrate binding; inhibition, % at 12.5 µM; FadD28 bisubstrate probe binding, fluorescence polarization; actives 0.22% (n = 360,000); AID 588549; in the data active = inhibition above about 8.5%, passing the limit was not always enough
GDH-TPI counter = counter-screen for M. tuberculosis FBA inhibitors: GDH-TPI coupled enzymes; GDH-TPI coupled enzyme counterscreen, NADH absorbance; inhibition, % at 4.8 µM; actives 1.2% (n = 360,000); AID 588335; in the data active = inhibition above about 30%;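 note: 0% = DMSO wells and 100% = wells lacking the enzyme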
BH1578 lux ind = inducers of Vibrio cholerae quorum light production without autoinducers; activation, % at 18.7 µM; actives 0.16% (n = 350,000); V. cholerae BH1578 lux reporter, luminescence, 6 h; in the data active = activation mostly above about 9.7%, no sharp cut-off; note: not every result past the cut was called active; inactives centre near 0; reference of the scale not given here
Starred values were filed as active, the others as inactive; i = inactive; · = not tested or not shown.

Sequence of screens: BioA inh, TcdB inh, PfHsp40 rescue, Mtb FBA inh, Yp Topo-I inh, Mtb UGM inh, FadD28 binding, GDH-TPI counter, BH1578 lux ind
CCCOC(=O)C(C)Sc1n[nH]c(=O)[nH]c1=O (centres undefined)
 : ·, 0.7, -0.6, 0, 1, -1.1, -1.4, -5, -1.1
CCOC(=O)c1c(C)nc(C)c(C(=O)OCC)c1-c1ccco1
 : ·, -0.3, 0.1, -6, -3, 0.0, -2.3, 1, -0.7
CCC(=O)N(c1nnc(SC(C)C(=O)Nc2ccc(N3CCOCC3)cc2)s1)C1CC1 (centres undefined)
 : -0.9, -1.2, ·, -1, 1, ·, -2.9, -1, -4.5
OCCN1CCN(CCOc2ccccc2-c2ccccc2)CC1
 : -1.6, 2.0, -1.6, 4, -6, 0.4, -0.9, 2, -0.5
Cc1c(NC(=O)C(C)OC(=O)c2ccc([N+](=O)[O-])s2)c(=O)n(-c2ccccc2)n1C (centres undefined)
 : -1.1, -2.2, -0.2, -1, -1, -0.2, -1.5, 7, -0.9
COc1ccc(NC(=O)CCN2C(=O)/C(=C/c3ccc4c(c3)OCO4)SC2=S)cc1
 : -1.1, 1.0, 0.5, 12, -3, 0.8, 1.3, 10, -0.1
CCc1cccc(NC(=O)[C@@H]2CCCN2C2=NS(=O)(=O)c3ccccc32)c1
 : -2.6, 0.4, 0.1, 2, 0, 1.7, -3.9, -9, -0.3
COc1ccc(OC)c2[nH]c(=O)c(CCNC(C)=O)cc12
 : -1.7, 1.0, 1.0, 5, 2, 1.4, 0.1, 14, -0.3
N=c1n(CC(=O)c2ccc([N+](=O)[O-])cc2)c2ccccc2n1Cc1ccccc1Cl
 : ·, ·, -1.7, 4, -2, -0.7, -3.1, 8, -0.4
CC(=O)Nc1ccc(C2=CC(=O)CC(C)(C)C2)cc1
 : 1.0, 0.7, 1.1, 8, -5, -2.4, -1.7, 16, 4.5
COc1ccc(OC)c(NC(=O)c2ccc3c(c2)C(=O)N(c2ccc(OC(C)=O)cc2)C3=O)c1
 : -0.1, 0.0, -0.4, 1, 2, -0.2, ·, -1, i
COc1ccc2[nH]c(=O)c(CN(Cc3nnnn3CCc3ccccc3)CC3CCCO3)cc2c1 (centres undefined)
 : 0.8, ·, 0.5, 9, 3, -0.3, 0.3, 15, -0.7
COc1nc(Oc2ccc(=O)n(C)n2)nc(N(C)C)n1
 : -1.7, ·, -2.0, -1, 3, -1.6, -2.2, -5, 0.6
Clc1cccc(CSc2ccc(-c3cccnc3)nn2)c1
 : ·, 1.9, -0.6, 8, 5, -0.7, 0.0, -15, i
CC(=O)c1cc2c(cc1C)CCCC2(C)C
 : -1.3, -0.1, ·, 3, -13, ·, -0.4, 6, -0.3
Cc1cc(Cl)ccc1OC(C)C(=O)Nc1cccc(S(=O)(=O)N2CCOCC2)c1 (centres undefined)
 : -0.6, -0.2, ·, 2, 30, ·, -1.6, 5, -0.8
CSc1ncc(CN2CCCC(C(=O)Nc3ccc(-c4ccco4)cc3)C2)cn1 (centres undefined)
 : -1.0, -0.8, -0.9, -3, 22, -2.1, -0.1, 8, -0.9
O=C(Nc1ccsc1C(=O)NC1CCCCC1)c1ccccc1
 : -0.5, ·, -0.8, 1, 3, 1.1, -2.8, -8, 1.4
N#Cc1c(-c2ccccc2)nc(SCc2cccc(C(F)(F)F)c2)[nH]c1=O
 : 3.9, 1.9, 2.2, -1, 18, -0.2, -26, -3, 0.3
COCCCNC(=O)c1ccccc1C(F)(F)F
 : ·, 1.2, -0.8, -2, -2, 1.4, 0.1, 2, i
CC(=O)Nc1ccc(NC(=O)C(OC(=O)c2ccccc2)C(OC(=O)c2ccccc2)C(=O)O)cc1 (centres undefined)
 : ·, 1.4, -0.2, -3, 9, -1.8, -0.6, 0, -0.2
Cc1nnc(SCC(=O)NC(=O)Nc2ccc3c(c2)OCCO3)s1
 : ·, 0.3, -0.4, 3, 1, 3.6, -1.1, 5, 0.2
O=C1/C(=C/c2cccs2)CCc2ccccc21
 : -0.2, ·, 1.1, -8, 27, -1.1, -2.9, 11, 4.3
COc1ccc(-c2nn(-c3ccccc3)cc2C(=O)NCCCn2ccnc2)cc1
 : 1.4, 0.1, -0.3, 1, 11, -1.1, -0.3, 13, i
CC(C)(C)OC(=O)C[C@H]1C/C=C\C[C@@H](CC(=O)N(CCO)Cc2ccccc2)C(=O)N[C@@H](Cc2ccccc2)COC1=O
 : 1.6, 0.3, -0.7, -2, 19, -1.3, 0.7, 0, -0.5
CC(C)c1nc(SCC(=O)N2CCCCC2)c2c(=O)n(C)c(=O)n(C)c2n1
 : 2.2, 0.5, ·, -1, 22, ·, -0.2, 5, -5.3
C=C(C)c1cccc(C(C)(C)NC(=O)Nn2cnnc2)c1
 : -0.4, 0.5, -1.2, -4, 9, 2.2, -5.5, -6, i
Cc1ccccc1C(=O)Nc1ccnn1C1CCN(Cc2cccnc2)CC1
 : 1.5, 1.7, -0.6, 3, 1, 0.0, -0.3, 5, i
COc1cc(C2C(C#N)=C(N)Oc3cc(C)n(CCc4ccccc4)c(=O)c32)cc2c1OCO2 (centres undefined)
 : -0.6, ·, 0.8, -4, 6, -0.6, -1.8, 21, ·
Cc1c(Cl)cccc1NCC(=O)NN=C1CCCC1
 : 2.0, 0.8, 1.1, 1, -8, -1.4, -2.7, -5, i

12 entries out of the list, arranged by count of non-hydrogen atoms, rising:
Sequence of screens: BioA inh, TcdB inh, PfHsp40 rescue, Mtb FBA inh, Yp Topo-I inh, Mtb UGM inh, FadD28 binding, GDH-TPI counter, BH1578 lux ind
O=C1/C(=C/c2cccs2)CCc2ccccc21
 : -0.2, ·, 1.1, -8, 27, -1.1, -2.9, 11, 4.3
COCCCNC(=O)c1ccccc1C(F)(F)F
 : ·, 1.2, -0.8, -2, -2, 1.4, 0.1, 2, i
Cc1c(Cl)cccc1NCC(=O)NN=C1CCCC1
 : 2.0, 0.8, 1.1, 1, -8, -1.4, -2.7, -5, i
C=C(C)c1cccc(C(C)(C)NC(=O)Nn2cnnc2)c1
 : -0.4, 0.5, -1.2, -4, 9, 2.2, -5.5, -6, i
O=C(Nc1ccsc1C(=O)NC1CCCCC1)c1ccccc1
 : -0.5, ·, -0.8, 1, 3, 1.1, -2.8, -8, 1.4
Cc1nnc(SCC(=O)NC(=O)Nc2ccc3c(c2)OCCO3)s1
 : ·, 0.3, -0.4, 3, 1, 3.6, -1.1, 5, 0.2
CC(C)c1nc(SCC(=O)N2CCCCC2)c2c(=O)n(C)c(=O)n(C)c2n1
 : 2.2, 0.5, ·, -1, 22, ·, -0.2, 5, -5.3
Cc1ccccc1C(=O)Nc1ccnn1C1CCN(Cc2cccnc2)CC1
 : 1.5, 1.7, -0.6, 3, 1, 0.0, -0.3, 5, i
CSc1ncc(CN2CCCC(C(=O)Nc3ccc(-c4ccco4)cc3)C2)cn1 (centres undefined)
 : -1.0, -0.8, -0.9, -3, 22, -2.1, -0.1, 8, -0.9
COc1ccc(-c2nn(-c3ccccc3)cc2C(=O)NCCCn2ccnc2)cc1
 : 1.4, 0.1, -0.3, 1, 11, -1.1, -0.3, 13, i
CC(=O)Nc1ccc(NC(=O)C(OC(=O)c2ccccc2)C(OC(=O)c2ccccc2)C(=O)O)cc1 (centres undefined)
 : ·, 1.4, -0.2, -3, 9, -1.8, -0.6, 0, -0.2
CC(C)(C)OC(=O)C[C@H]1C/C=C\C[C@@H](CC(=O)N(CCO)Cc2ccccc2)C(=O)N[C@@H](Cc2ccccc2)COC1=O
 : 1.6, 0.3, -0.7, -2, 19, -1.3, 0.7, 0, -0.5

Going on with the list:
Sequence of screens: BioA inh, TcdB inh, PfHsp40 rescue, Mtb FBA inh, Yp Topo-I inh, Mtb UGM inh, FadD28 binding, GDH-TPI counter, BH1578 lux ind
O=C(c1ccc(Br)o1)N1CCN(C23CC4CC(CC(C4)C2)C3)CC1
 : 0.2, -1.7, -0.4, -1, 8, 0.2, -5.3, -7, -0.1
CC(C)c1ccc(OCC(=O)N2CCN(C)CC2)c(Br)c1
 : -0.5, ·, -0.2, 3, -2, 2.3, -3.5, 12, i
c1ccc(Cn2nnc3cnccc32)cc1
 : 1.4, 0.9, -0.2, 3, 2, 0.9, -0.8, 3, 4.3
CCc1cc(=O)oc2cc(OS(C)(=O)=O)ccc12
 : 1.4, ·, -0.2, 24, 3, -0.6, -0.9, 5, -1.3
Cc1ccc(C(=O)NCCNC(=O)c2ccccc2)cc1
 : -11, 0.1, -0.2, 4, 6, 0.2, -1.3, 10, 4.2
CC(OC(=O)C1CSC2(c3ccc(F)cc3)CCC(=O)N12)C(=O)NC(N)=O (centres undefined)
 : ·, 2.8, -0.4, 3, -2, 0.0, -1.1, -4, -0.5
Cc1ccc(CNS(=O)(=O)c2ccccc2[N+](=O)[O-])cc1
 : ·, 1.1, -0.6, 1, -1, -2.3, -3.5, -2, -0.3
COc1ccc(-c2oc(NC(=O)CSc3nncn3C)c(C#N)c2-c2ccc(OC)cc2)cc1
 : -0.3, ·, 44*, 4, 38, -0.5, 1.3, 19, -0.2
O=C(c1ccc2nccnc2c1)N1CCN(c2cccc(C(F)(F)F)c2)CC1
 : -2.4, 1.5, 0.5, 3, 15, -0.6, -2.1, 4, i
CCCCn1c(N)c(N(CCOC)C(=O)C2CCN(S(=O)(=O)c3ccc(C)cc3)CC2)c(=O)[nH]c1=O
 : ·, 2.1, 0.4, 4, -4, -2.3, -2.2, 7, 10
COc1ccc(S(=O)(=O)Nc2cc(C(=O)NC(C)C)ccc2N2CCOCC2)cc1
 : ·, ·, -0.5, 0, 2, -0.9, 0.4, 6, i
CCCCn1c(=O)c(C(=O)Nc2ccccc2N)c(O)c2ccccc21
 : -4.0, 1.7, -0.1, 3, -6, 2.5, -2.1, 8, i
CCN1CCN(c2c(Cl)cccc2NC(=O)c2ccc([N+](=O)[O-])o2)CC1
 : -1.8, 0.8, 1.0, -2, -3, -0.7, -2.1, 4, -0.3
Cc1cnc(=O)[nH]c1SCc1ccc(C(F)(F)F)cc1
 : 1.7, 1.0, 2.4, 0, 16, -0.5, -3.3, -2, -2.2
CC(=O)Nc1ccc(NC(=O)C(C)OC(=O)CNC(=O)c2ccc(-c3ccccc3)cc2)cc1 (centres undefined)
 : -1.4, -2.3, 0.3, 1, 20, -0.1, -0.7, 4, -0.7
CC(=O)N1CCN(CC(=O)Nc2cccc(S(=O)(=O)N3CCCCCC3)c2)CC1
 : 1.4, 1.3, -0.3, 4, 5, 1.3, -1.2, 3, i
CC(C)Cc1nnc(NC(=O)CSc2ccccn2)s1
 : -1.0, ·, -1.5, 4, -8, 0.7, -1.2, 2, 0.6
COc1ccc(COC(=O)C2=C(C)NC(=O)NC2c2ccccc2F)cc1 (centres undefined)
 : 0.0, -0.8, -1.9, 0, 3, 1.1, -1.9, 7, -3.2
O=C1NC2(CCCCCCC2)C(=O)N1Cc1ccc(F)cc1
 : -0.6, 0.8, -0.5, 1, 6, -0.1, -2.0, 1, -0.6
CCC1=Nc2cc(C(=O)N3CCC4(CC3)OCCO4)ccc2Sc2ccc(C)cc21
 : 3.0, -3.2, 0.7, -1, 38, -0.9, -2.5, 4, -3.4
CCc1cc(Cn2nc(-c3ccccc3)cc2C(=O)NCC2CC2)on1
 : 5.2, 0.0, 0.5, 2, 6, 2.0, -2.5, 2, -0.7
NC(=O)CSc1nnc(NC(=O)c2ccc3ccccc3c2)s1
 : ·, 2.4, 0.2, -1, 6, 0.0, -0.3, 22, -1.6
Cc1ccc(NC(=S)NCCO)c(C)c1
 : -0.6, ·, 0.3, 0, -4, -0.7, 0.2, 1, i
